High-throughput results as filed in PubChem.
inhibitors of VEEV = inhibitors of VEEV TC-83 cytopathic effect, confirmation, Vero cells (AID 588727) | Vero cells, VEEV TC-83 cytopathic effect inhibition; higher % means a stronger effect | one-dose inhibition, % at 20 µM; IC50 in µM for titrated hits | 350,000 compounds, 0.13% hits; in the data active = a potency from the dose series; inconclusive = inhibition mostly from about 14% at the one dose, without a potency; inactive = the rest, 99 in 100 with inhibition below about 12%; note: strong numbers were not always called active
Salmonella PhoP GFP = PhoP regulon inhibitors, Salmonella typhi PhoP promoter GFP reporter, confirmatory (AID 1850); Salmonella Typhi PhoP-promoter GFP reporter, fluorescence, 4 h; higher % means a stronger effect; inhibition, % at 50 µM, or IC50 in µM where a hit was titrated; 310,000 compounds, 0.33% hits; in the data active = a potency from the dose series; inconclusive = inhibition mostly from about 25% at the one dose, without a potency; inactive = the rest, 99 in 100 with inhibition below about 19%;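 note: 0% = induced wells with vehicle and 100% = uninduced wells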
H37Rv inhibition = M. tuberculosis growth inhibition, HTS (AID 449762). M. tuberculosis H37Rv growth inhibition, 7H9 media; higher % means a stronger effect. 330,000 compounds, 0.59% hits. inhibition, % at 25 µM; hits with a dose series show IC50 in µM; in the data active = a potency from the dose series; inconclusive = inhibition above about 70% without an active follow-up result;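 note: bacterial growth assessed after seven days of incubation; strong numbers were not always called active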
influenza NS1A = H1N1 influenza NS1A inhibitors, functional cell based assay (AID 504329) | NS1A functional cell-based assay, percent inhibition; higher % means a stronger effect | inhibition, % at 12.5 µM, or IC50 in µM where a hit was titrated | 340,000 compounds, 0.3% hits; in the data active = a potency from the dose series; inconclusive = inhibition above about 27% without an active follow-up result; note: strong numbers were not always called active
tuberculosis growth = growth inhibition of non-replicating M. tuberculosis (AID 488890); Mycobacterium tuberculosis non-replicating, growth inhibition; higher % means a stronger effect; inhibition, % at 25 µM, or IC50 in µM where a hit was titrated; 320,000 compounds, 0.39% hits; in the data active = a potency from the dose series; inconclusive = inhibition mostly from about 82% at the one dose, without a potency; inactive = the rest, 99 in 100 with inhibition below about 76%;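 note: plate controls were DMSO cells for no effect and high antibiotic wells for full effect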
* hit, by the source's call; i = inactive; ? = inconclusive; nt = no result given.

No.	Structure	inhibitors of VEEV	tuberculosis growth	influenza NS1A	H37Rv inhibition	Salmonella PhoP GFP
1	CS(=O)(=O)NCc1ccc(C(=O)NC2CCCCC2)cc1	0.3%	-4%	-3%	-6%	-6%
2	Cc1cccc(OCc2nnc(SCC(=O)NC3CCCC3)n2C)c1	0.8%	9%	8%	-13%	-7%
3	CCC(C(=O)O)n1nnc(-c2ccc(-c3ccc(OC)cc3)cc2)n1 (stereo unspecified)	0.4%	nt	-2%	4%	-4%
4	COc1cccc(NC(=O)CN(C)C(=O)/C=C/c2ccc3ccccc3n2)c1	0.2%	8%	10%	0%	-4%
5	O=C(COC(=O)c1cccc(S(=O)(=O)N2CCCCC2)c1)NCc1ccccc1	i	nt	11%	nt	nt
6	COc1cc(C[C@@H]2C(=O)OC[C@H]2Cc2ccc(OC)c(OC)c2)ccc1O	i	nt	-10%	-8%	nt
7	COc1cc([N+](=O)[O-])ccc1NC(=O)COC(=O)c1n[nH]c2ccccc12	7.0%	-4%	7%	37%	-7%
8	CCO[C@@H]1OC(C(N)=O)=C[C@H](C(C)(C)C)[C@H]1CCCO	0.5%	-10%	-9%	-1%	-13%
9	NCCCC[C@@H]1NC(=O)c2cc([N+](=O)[O-])cc(F)c2NCCCC[C@@H](C(N)=O)NC(=O)[C@H](CCC(N)=O)NC1=O	0.9%	44%	2%	5%	11%
10	COc1ccc(OC)c(NC(=O)CN2C(=O)NC(C)(c3ccc4c(c3)OCCO4)C2=O)c1 (stereo unspecified)	1.1%	10%	-21%	-4%	nt
11	CC(C)(C)C(=O)CNCC(=O)C(C)(C)C	0.7%	-6%	7%	5%	-2%
12	CC1CCCN(S(=O)(=O)c2ccc([N+](=O)[O-])cc2)C1 (stereo unspecified)	0.5%	-11%	22%	1%	-3%
13	OC(CNCc1ccccc1F)COc1cccc2ccccc12 (stereo unspecified)	1.7%	nt	-11%	13%	13%
14	O=C(c1cccc(C(F)(F)F)c1)C1CCCN(C(=O)/C=C/c2cnc[nH]2)C1 (stereo unspecified)	3.3%	20%	-9%	-6%	0%
15	O=C(C[C@H]1C/C=C\C[C@H](NC(=O)OCC2c3ccccc3-c3ccccc32)C(=O)OC[C@H]2CCCN2C1=O)NCCO	i	49%	2%	2%	nt
16	CCS(=O)(=O)N1Cc2ccccc2CC1C(=O)Nc1ccc(OC)cc1 (stereo unspecified)	0.5%	23%	3%	2%	-5%
17	O=Cc1s/c(=N\S(=O)(=O)c2ccccc2)n(CCCCl)c1Cl	11%	nt	3%	nt	nt
18	COC(=O)Cc1[nH]n(-c2nc3ccccc3s2)c(=O)c1C(C)=Nc1ccc(OC)cc1	i	4%	-1%	16%	-2%
19	COc1ccc(OC)c(C2C(C(=O)c3cccs3)=C(O)C(=O)N2c2cc(C)on2)c1 (stereo unspecified)	i	8%	0%	-2%	-3%
20	Cc1ccc(CNC(=O)CC2(CC3=NS(=O)(=O)c4ccccc4N3)CCCC2)cc1	10%	39%	4%	-1%	-16%
21	Cc1cc(C)n2nc(C(=O)OCC(=O)N(C)CC(=O)Nc3ccccc3Cl)nc2n1	i	-19%	-5%	-9%	3%
22	O=C(CN1CCN(C/C=C/c2ccccc2)CC1)Nc1ccccc1C(=O)NC1CC1	0.4%	11%	-9%	0%	-12%
23	CC(C)C(=O)Nc1nc2cc3c(cc2s1)OCCO3	3.3%	12%	3%	-2%	2%
24	Nc1nc(SCc2ccccc2)n[nH]1	1.2%	0%	-8%	-6%	3%
25	CNc1nc(OC)nc(N(C#N)CN2C(=O)c3ccccc3S2(=O)=O)n1	0.8%	0%	-2%	1%	4%
26	COc1ccc(C(=O)O/N=C2\CCS(=O)(=O)c3sccc32)cc1	1.9%	2%	-3%	9%	1%
27	CCOC(=O)N1CCc2c(sc3c2c(=O)n(-c2ccc(CC)cc2)c(=O)n3CC(=O)NCC2CCCO2)C1 (stereo unspecified)	i	-23%	2%	-4%	-12%
28	Cc1[nH]c(=O)[nH]c(=O)c1S(=O)(=O)N1CCC(C(=O)NC(C)c2ccccc2)CC1 (stereo unspecified)	0.5%	2%	-2%	0%	-2%
29	Fc1ccccc1/C=N/Nc1ncnc2nc[nH]c12	?	13%	8%	7%	4%
30	CC(=O)c1sccc1NC(=O)CC(C)(C)CC(=O)O	i	-6%	nt	4%	4%
31	CCSc1nc(N)c(C#N)c(-c2ccco2)c1C#N	2.6%	-2%	-10%	-3%	-4%
32	COc1ccc(N2CCN(C(=O)CSc3nnc(CNc4ccccc4)o3)CC2)cc1	i	50%	6%	69%	-15%
33	COc1ccc(-n2cnnc2SCC(=O)N2CCN(S(=O)(=O)c3ccccc3)CC2)cc1	1.9%	4%	-4%	-2%	21%
34	O=C(O)CC/C(=N\NC(=O)c1ccccc1)c1cccs1	2.7%	71%	-1%	2%	-26%
35	CC(C)(C)C(=O)Nc1nnc(Cc2ccccc2)s1	0.7%	3%	-12%	-7%	0%
36	CCNC(=S)N1CCN(c2nc(-c3ccc(F)cc3)cs2)CC1	i	24%	2%	7%	-2%
37	CC1CCCN(C(=O)COC(=O)CSc2ccc(C(N)=O)cc2[N+](=O)[O-])C1 (stereo unspecified)	1.5%	-1%	-11%	4%	-1%
38	CN1CCN(C2=C(NS(=O)(=O)c3ccccc3)C(=O)c3ccccc3C2=O)CC1	i	10%	-2%	-10%	-11%
39	CCC(=O)N(Cc1ccc2c(c1)OCO2)Cc1cc2cc(OC)ccc2[nH]c1=O	9.5%	6%	-14%	-8%	9%
40	COCCN(C)C(=O)CCc1nnc(Cc2ccc(-c3ccccc3)cc2)o1	1.7%	8%	-28%	8%	-7%
41	COc1ccc(C(CNC(=O)COc2cc(C)c(Cl)c(C)c2)N2CCCCC2)cc1 (stereo unspecified)	i	39%	6%	14%	-14%
42	CCC(C)NC(=O)C1CCN(S(=O)(=O)c2ccc(Br)s2)CC1 (stereo unspecified)	i	-16%	-5%	-12%	-2%
43	O=C(O)COc1ccc(C=C2SC(=S)N(c3ccccc3)C2=O)cc1	1.0%	nt	5%	nt	nt
44	CCOC(=O)c1cnc2c(-c3ccc(Cl)cc3)c(C)nn2c1N	0.0%	-8%	3%	3%	8%
45	Nc1cc(=O)[nH]c(SCC(=O)Nc2ccc(N3CCCCC3)cc2)n1	4.7%	8%	-1%	7%	nt

Sorted by SMILES length (ascending): 3 of the compounds above
No.	Structure	inhibitors of VEEV	tuberculosis growth	influenza NS1A	H37Rv inhibition	Salmonella PhoP GFP
35	CC(C)(C)C(=O)Nc1nnc(Cc2ccccc2)s1	0.7%	3%	-12%	-7%	0%
40	COCCN(C)C(=O)CCc1nnc(Cc2ccc(-c3ccccc3)cc2)o1	1.7%	8%	-28%	8%	-7%
41	COc1ccc(C(CNC(=O)COc2cc(C)c(Cl)c(C)c2)N2CCCCC2)cc1 (stereo unspecified)	i	39%	6%	14%	-14%

A stretch taken from the entries so far:
No.	Structure	inhibitors of VEEV	tuberculosis growth	influenza NS1A	H37Rv inhibition	Salmonella PhoP GFP
35	CC(C)(C)C(=O)Nc1nnc(Cc2ccccc2)s1	0.7%	3%	-12%	-7%	0%
36	CCNC(=S)N1CCN(c2nc(-c3ccc(F)cc3)cs2)CC1	i	24%	2%	7%	-2%

Carrying on:
No.	Structure	inhibitors of VEEV	tuberculosis growth	influenza NS1A	H37Rv inhibition	Salmonella PhoP GFP
46	COc1ccc(-c2noc(N3CCC(C(=O)Nc4cc(OC)ccc4OC)CC3)n2)cc1	7.3%	47%	6%	3%	-7%
47	COc1ccc(C2C(C(=O)O)CC(=O)N2c2ccc(OC)cc2)cc1 (stereo unspecified)	1.3%	-2%	-11%	-6%	7%
48	CCn1cc(C=C2C(=O)c3ccccc3C2=O)c2ccccc21	0.1%	nt	-2%	nt	-2%
49	CC(=O)N1CCN(Cc2ccc(Cl)nc2)CC1	i	9%	-7%	-11%	4%
50	Cc1cccc(OCC(=O)Nc2cccc(O)c2)c1	2.5%	59%	-4%	-7%	17%
51	CC(C)C(=O)OCC(=O)Nc1ccc2c(c1)CCC2	i	-10%	1%	-4%	9%
52	Cc1ncc(CN2CCN(C(C)C)C(CCO)C2)s1 (stereo unspecified)	i	-8%	-4%	-2%	3%
53	FC(F)(F)c1cccc(-n2cccc2/C=N/n2cnnc2)c1	0.8%	16%	8%	1%	-6%
54	NNC(=O)c1cccc(Cn2cc(Br)c([N+](=O)[O-])n2)c1	i	-11%	1%	1%	2%
55	COC(=O)C(Nc1ccccc1Cl)(c1cc(C)c(O)c(C)c1)C(F)(F)F (stereo unspecified)	6.6%	50%	-8%	4%	15%
56	CCOc1nc(Nc2ccc(OC)cc2)nc(N2CCOCC2)n1	i	0%	-4%	3%	2%
57	Cc1ccc(CC(=O)N(C)CC(=O)Nc2ccc(N3CCOCC3)cc2)cc1C	3.5%	22%	4%	-3%	10%
58	CC(C)CC(c1nnnn1C1CCCCC1)N1CCN(c2ncccn2)CC1 (stereo unspecified)	2.1%	15%	-6%	11%	-4%
59	Cc1cc(C)c(NC(=O)CCCN2CCCC2)c(C)c1	0.7%	-10%	-10%	16%	8%
60	CCOc1ncccc1C(=O)OCC(=O)Nc1ccc(C(C)C)cc1	7.2%	25%	6%	-1%	-6%
61	Cc1ccc(C(=O)N/C(=C\c2ccco2)C(=O)NCCCn2ccnc2)cc1C	0.1%	-3%	21%	-4%	3%
62	Cc1onc(C(=O)N2CCC(Cc3ccccc3)CC2)c1[N+](=O)[O-]	i	nt	3%	9%	-15%
63	O=S(=O)(c1cccc2nsnc12)N1CCN(C/C=C\c2ccccc2)CC1	0.3%	-3%	3%	7%	-2%
64	Cc1cc(NC(=O)CSc2nc3c([nH]c4ccccc43)c(=O)n2-c2cccc(C(F)(F)F)c2)no1	5.0%	nt	-27%	nt	nt
65	CC(C)C[C@H](NC(=O)c1cc2cc(Cl)ccc2n1C)C(=O)N1CCC[C@H]1C(=O)O	0.4%	3%	-2%	-3%	-20%
66	CCCC[C@@H]1CCCO[C@@](C(=O)NCc2cc(C)n(C)n2)(C(F)(F)F)C1	i	-2%	1%	-3%	-10%
67	COc1ccc(S(=O)(=O)N(CC(=O)Nc2ccc(S(=O)(=O)N3CCOCC3)cc2)c2ccccc2)cc1	4.2%	28%	-3%	-2%	-2%
68	CC(C)=CCOc1ccc([C@@H]2COc3c(ccc4c3C=CC(C)(C)O4)C2)c(O)c1	?	51%	-8%	4.8µM*	16%
69	C=CC[C@@H](Cc1ccc(F)cc1)C(=O)OC[C@@H]1CCCN1C(=O)[C@H](CC=C)CC(=O)N[C@H](CO)Cc1ccccc1	3.4%	48%	5%	10%	nt
70	CN(C)c1nc(C(F)(F)F)cc(=O)[nH]1	i	11%	-1%	1%	-2%
71	Cc1ccc(NC(=O)CN2C(=O)C3CC=C(Cl)CC3C2=O)cc1 (stereo unspecified)	0.8%	8%	6%	1%	13%
72	Cn1ncc(Cl)c1C(=O)N/N=C/c1cccc(OC2CSC2)c1	0.2%	56%	11%	9%	8%
73	Nc1nc(-c2ccc3c(c2)OCCO3)c(CC(=O)O)s1	2.9%	4%	-12%	-3%	5%
74	CC(=O)Nc1ccc(S(=O)(=O)Nc2ccc(NC(=O)c3ccco3)cc2)cc1	1.1%	-18%	-15%	-8%	-3%

Individual results from the entries so far.
In Salmonella PhoP GFP, entry 21 shows 3%
In influenza NS1A, entry 63 shows 3%

Whole records as entered above. Order of screens: inhibitors of VEEV, tuberculosis growth, influenza NS1A, H37Rv inhibition, Salmonella PhoP GFP
CCSc1nc(N)c(C#N)c(-c2ccco2)c1C#N as listed: 2.6%, -2%, -10%, -3%, -4%
Cc1[nH]c(=O)[nH]c(=O)c1S(=O)(=O)N1CCC(C(=O)NC(C)c2ccccc2)CC1 (stereo unspecified) as listed: 0.5%, 2%, -2%, 0%, -2%
O=S(=O)(c1cccc2nsnc12)N1CCN(C/C=C\c2ccccc2)CC1 as listed: 0.3%, -3%, 3%, 7%, -2%

Outcome played no part in choosing rows; overall some 1.6% were active at least once.
